# Screens as filed in PubChem.
# Peg3 promoter: Peg3 promoter-driven luciferase inhibitors, primary screen, cell-based, HeLa, luciferase luminescence; HeLa PEG-Prom luciferase reporter, overnight; inhibition, % at 20 µM; 360,000 compounds, 1.7% hits; AID 588405, 2011;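 active = inhibition of at least 50% at 20 µM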
# hiPSC survival: enhancers of single-cell hiPSC survival, primary screen, ATPlite luminescence; 100% = ROCK inhibitor wells, 0% = DMSO; survival enhancement, % at 20 µM; 360,000 compounds, 0.044% hits; in the data active = survival enhancement above about 18%;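 also: cells exposed to compounds for 16 hours before the ATP read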
# TWEAK Fn14 block: inhibitors of TWEAK-Fn14 signaling, primary screen, luciferase reporter cells, uHTS; TWEAK-stimulated Fn14 reporter cells, luciferase luminescence, 8 h; inhibition, % at 10 µM; 360,000 compounds, 2% hits; in the data active = inhibition above about 50%
# KKLEB cytotox: cytotoxicity in KKLEB CF airway cells, primary screen, cytotoxicity control for CF NF-kB inhibitor project, cell-based, uHTS, fluorescence assay plates. KKLEB CF airway cells viability, ATPlite luminescence, overnight; stronger effect = lower value; cells stimulated with P. aeruginosa culture filtrate. 360,000 compounds, 0.36% hits. activity change (cytotoxicity), % at 5 µM. AID 602141, 2011;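 active = corrected activity change at or below -50% at 5 µM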
# NR2E3 ag-1: NR2E3 agonists in two-hybrid cells, primary screen, cell-based, luminescence, CHO-S, Gal4-NCOR/VP16-NR2E3 | Photoreceptor-specific nuclear receptor (Homo sapiens), Q9Y5X4 | 360,000 compounds, 0.35% hits | inhibition of corepressor binding, % at 3.98 µM | luciferase | AID 602229, 2012;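 active = inhibition above the mean of all tested compounds plus 3 SD, cut at about 70% in these data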;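 also: 0% = DMSO with NR2E3 transfected cells and 100% = cells lacking NR2E3 construct; higher means lower luciferase signal from less NR2E3 corepressor binding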
# Target sequence (Q9Y5X4 whole entry, looked up, the tested form may be a part): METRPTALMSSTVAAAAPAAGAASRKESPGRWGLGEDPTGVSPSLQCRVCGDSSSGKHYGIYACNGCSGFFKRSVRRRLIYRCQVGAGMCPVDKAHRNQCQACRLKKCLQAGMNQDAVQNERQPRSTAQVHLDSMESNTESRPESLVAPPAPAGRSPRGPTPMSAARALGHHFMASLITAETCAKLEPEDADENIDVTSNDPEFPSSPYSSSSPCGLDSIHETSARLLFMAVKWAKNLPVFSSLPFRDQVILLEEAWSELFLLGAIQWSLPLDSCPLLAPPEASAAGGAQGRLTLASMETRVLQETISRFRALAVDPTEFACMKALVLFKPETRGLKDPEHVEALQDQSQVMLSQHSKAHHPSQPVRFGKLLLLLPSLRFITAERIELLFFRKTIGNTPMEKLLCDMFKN
# MITF TRPM1 inh: inhibitors of MITF-dependent TRPM1 promoter reporter, primary screen, cell-based, SK-MEL-5, single point, luciferase. inhibition, % at 12.5 µM. 330,000 compounds, 0.83% hits. SK-MEL-5 TRPM1 promoter luciferase, 24 h. AID 488899, 2010;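 active = mean inhibition across replicates of 60% or more, whatever share of single replicates reaches that level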; also: values of inactives mirror those of a sister screen read the other way
# NR2E3 ag-2: inhibitors of NR2E3-RetCOR corepressor binding, primary screen, NR2E3 agonist project, biochemical, TR-FRET, GST-NR2E3, biotin-RetCOR. 1536-well. inhibition of corepressor binding, % at 4.78 µM. 320,000 compounds, 0.12% hits. AID 2300, 2010;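 active = percent inhibition above the cutoff of mean plus 3 SD of all tested compounds, set per screening campaign, cut at about 20% in these data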;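 also: 0% = DMSO wells and 100% = biotin wells as full block of FRET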
#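 Material: NR2E3–RetCOR corepressor complex / Incubation: Compound–protein incubation for 5 h at 4 °C / Dosing: compound at 4.8 µM, single dose / Detection: time-resolved FRET / Benchmarks: high control biotin, low control 0.6% DMSO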
# CF NFkB block: inhibitors of PAF-induced NF-kB signaling, primary screen, cell-based, GFP fluorescence, uHTS; 360,000 compounds, 0.86% hits; KKLEB NF-kB-GFP reporter, GFP fluorescence overnight; inhibition, % at 5 µM; AID 588850, 2011;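 active = at least 50% inhibition at 5 µM, scaled per plate between neutral and stimulator controls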;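 also: PAF is a Pseudomonas aeruginosa culture filtrate used as stimulus; plate controls were PAF-stimulated DMSO wells for no effect and unstimulated DMSO wells for full effect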
# HIF-2a block: HIF-2a reporter inhibitors, primary screen, luminescence, 786-0 RCC cells; 786-0 RCC cells HIF-2a reporter, luciferase luminescence, overnight; inhibition, % at 18.8 µM; 360,000 compounds, 0.72% hits;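 active = inhibition of the luminescence signal of 40% or more relative to plate controls, in a single-dose primary screen at 18.75 µM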
# Shn3 3UTR inh: reduction of Shn3 3'UTR firefly luciferase signal, primary screen, Schnurri-3 inhibitor project, cell-based, Clone20 osteoblasts, set 2. Clone20 osteoblast Shn3 3'UTR firefly luciferase, 24 h. inhibition, % at 12.5 µM. 360,000 compounds, 0.52% hits. AID 588674, 2011;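 active = mean inhibition of at least 75% with every replicate also reaching 75%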;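 also: 0% = median of neutral control wells and 100% = pilot-screen positive control compound; some compounds past the cut are filed as inactive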
# aDG glyco act: activators of alpha-DG glycosylation, primary screen, uHTS, Pro5-aDG cells, AlphaScreen | alpha-DG glycosylation AlphaScreen (IIH6); 0% Pro5, 100% B10-LARGE cell signal | activation, % at 10 µM | 360,000 compounds, 0.22% hits;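 active = activation of at least 8% versus controls, or a plate z-score of at least 8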;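 also: Pro5 are CHO cells carrying HIG-tagged alpha-DG that lacks glycosylation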
# * marks the source's active call; other numbers are inactive results; x = not tested or not shown.
SMILES,Peg3 promoter,hiPSC survival,TWEAK Fn14 block,KKLEB cytotox,NR2E3 ag-1,MITF TRPM1 inh,NR2E3 ag-2,CF NFkB block,HIF-2a block,Shn3 3UTR inh,aDG glyco act
COc1cccc(-c2cc3nc(NCc4ccccc4OC)n(C)c(=O)c3s2)c1,-50,2.2,-29,-28,-23,x,x,13,-94,-12,-0.2
Clc1nc(Nc2ccccc2)nc(Nc2ccccc2)n1,-14,1.5,8,-2,0,-18,-2,25,-38,-80,-0.1
Cc1cc(S(=O)(=O)NCC(C)C)ccc1OCC(=O)N1CCOCC1,14,1.0,0,-3,-8,8,-1,8,5,9,0.2
Cc1csc(SCCn2c(N3CCCC3)nc3c2c(=O)[nH]c(=O)n3C)n1,12,-0.3,19,-3,10,0,-2,2,10,0,0.0
CCOC(=O)CNC(=O)Cn1cnc2c(nnn2-c2ccc(OC)cc2)c1=O,6,1.5,17,6,-19,-15,2,-15,19,-4,0.1
COc1ccc(C(=O)CNc2ccccc2CO)cc1,-161,2.1,-11,-11,-105,-52,0,-10,-170,-25,-0.1
Cc1ccc(NC(=O)Cn2ccc([N+](=O)[O-])n2)cc1C,-28,-0.3,-15,-14,-9,3,-4,17,-14,-19,0.0
CCNc1cc(N2CCCC2)ccc1[N+](=O)[O-],8,0.2,-5,-2,-4,0,-4,4,12,9,-0.1
COc1ccc(CNS(=O)(=O)c2cc(Br)cc3c2N(C(C)=O)C(C)C3)cc1 (stereo not drawn),-7,0.4,0,-1,-12,6,2,7,8,3,-0.1
O=C(CN1CCOCC1)Nc1nc2ccc(Cl)cc2s1,-86,-0.9,-5,6,-32,-22,1,0,-99,18,0.1

# Compounds shown so far with four or more nitrogen atoms, in the order listed:
SMILES,Peg3 promoter,hiPSC survival,TWEAK Fn14 block,KKLEB cytotox,NR2E3 ag-1,MITF TRPM1 inh,NR2E3 ag-2,CF NFkB block,HIF-2a block,Shn3 3UTR inh,aDG glyco act
Clc1nc(Nc2ccccc2)nc(Nc2ccccc2)n1,-14,1.5,8,-2,0,-18,-2,25,-38,-80,-0.1
Cc1csc(SCCn2c(N3CCCC3)nc3c2c(=O)[nH]c(=O)n3C)n1,12,-0.3,19,-3,10,0,-2,2,10,0,0.0
CCOC(=O)CNC(=O)Cn1cnc2c(nnn2-c2ccc(OC)cc2)c1=O,6,1.5,17,6,-19,-15,2,-15,19,-4,0.1
Cc1ccc(NC(=O)Cn2ccc([N+](=O)[O-])n2)cc1C,-28,-0.3,-15,-14,-9,3,-4,17,-14,-19,0.0

# Next entries follow.
SMILES,Peg3 promoter,hiPSC survival,TWEAK Fn14 block,KKLEB cytotox,NR2E3 ag-1,MITF TRPM1 inh,NR2E3 ag-2,CF NFkB block,HIF-2a block,Shn3 3UTR inh,aDG glyco act
Cc1ccc2nc(N3CCOCC3)c(C=O)cc2c1,-29,-0.1,3,2,-38,-14,2,-5,-30,-16,-0.1
COC(=O)c1cc(O)c(O)c(O)c1,-3,-3.1,-6,7,-40,-5,1,0,4,-32,0.3
CCc1cc(-c2nnn(CCC3COCCO3)c2CC)ccc1-c1cn(Cc2ccccc2)nn1 (stereo not drawn),-28,-0.5,30,8,76*,x,x,8,-64,80,2.1
COC(=O)/C(NC(C)=O)=C(\C)c1ccc(Cl)cc1,4,0.5,-8,-4,-1,3,0,1,10,9,0.1
CN(C)CCN(C)C1CN(Cc2ccccc2)S(=O)(=O)C1 (stereo not drawn),-7,0.6,-4,7,7,x,x,2,10,1,0.0
CCCN1Cc2cccc(C(=O)NC(CC(=O)OCC)c3ccc(C)cc3)c2C1=O (stereo not drawn),14,0.1,0,-3,-12,7,-6,-1,11,1,-0.2
CC(NC(=O)c1ccc(OC2CCN(S(=O)(=O)N(C)C)CC2)cc1)C1CC1 (stereo not drawn),-12,0.2,-19,-2,-16,-3,4,12,-18,-9,0.3
O=C1COc2ccc(C(=O)CSc3nc4ccccc4c(=O)n3-c3ccc(Cl)c(Cl)c3)cc2N1,76*,-1.5,-33,-48,1,35,2,55*,9,4,0.3
Cc1ccc(S(=O)(=O)CC(N)=O)cc1,-4,-0.7,0,2,10,-5,1,11,5,-13,0.4
CC1(c2nnc(Cc3ccccc3)o2)CC(c2ccc(Cl)cc2)=NO1 (stereo not drawn),7,1.0,2,-3,-7,0,1,10,10,-7,0.0
Cn1c(N)c(C(=O)COC(=O)CC2CC3CCC2C3)c(=O)n(C)c1=O (stereo not drawn),-6,0.8,1,6,-16,-10,2,-5,5,6,0.0
COc1ccc(C(=O)OCC[N+]2(C)CCCCC2)cc1,10,-1.9,-4,16,-25,-1,3,-9,8,-7,-0.2
Cc1ccc(S(=O)(=O)N2CCN(c3ncnc4sccc34)CC2)cc1C,32,0.3,33,-13,105*,44,x,10,29,88*,2.3
CC(CCc1ccccc1)NC(=S)NC(=O)c1ccco1 (stereo not drawn),1,0.1,11,-8,11,-5,-3,-1,-14,5,-0.1
Cc1cccc(/C=N/NC(=O)c2ccc(NC(=O)c3ccc(F)cc3)cc2)n1,-23,0.6,8,7,-21,-24,0,6,-14,-2,-0.1
COc1ccc(CCNC(=O)c2c(C)nc3ccccn23)cc1,14,-0.4,-7,9,-26,13,1,3,2,2,0.0
Cc1ccc(S(=O)(=O)NC2CCCCC2)c(C)c1NS(C)(=O)=O,2,-0.1,9,-2,25,-26,-1,-6,10,7,-0.2
CN1CCN(S(=O)(=O)c2ccc(NC(=O)c3ccc([N+](=O)[O-])cc3)cc2)CC1,4,-0.3,-2,2,10,9,5,-3,3,0,0.1
CCOC(=O)/C(C#N)=C/C1=C(N2CCOCC2)C(C)(C)OCC1,4,-0.2,-8,9,-33,11,0,6,-10,-3,0.0
Cc1ccc(NC(=O)C2Cc3ccccc3O/C2=N\O)cc1C (stereo not drawn),-162,-0.3,2,-8,-70,-57,x,8,-219,-25,0.0
COc1ccc2c(c1)CCC/C2=N\Nc1nc(C(=O)NN)cs1,0,0.1,-14,15,-82,x,3,-44,9,-9,-0.2
Cc1c(N(C(=O)c2ccccn2)C2(C(=O)NC3CCCCC3)CCCCC2)c(=O)n(-c2ccccc2)n1C,21,1.7,-4,11,13,2,1,-8,21,-62,0.0
COc1cc(NC(C)CCCN)c2nc(C)ccc2c1Oc1ccc(F)cc1 (stereo not drawn),-44,-0.7,-17,-4,-43,x,x,-27,-14,-10,1.8
COc1ccc(C(=O)c2cc([N+](=O)[O-])ccc2N2CCOCC2)cc1,7,-2.4,-1,-29,26,50,3,60*,29,-1,-0.2
C=C(C)Cn1c(SCC(=O)NCc2ccco2)nc2sc3c(c2c1=O)CCC3,13,-1.9,4,0,-9,-1,0,-18,8,10,-0.1
N#C/C(=C/c1ccc(N2CCCCCC2)o1)c1cccc(F)c1,-157,-4.3,24,-10,-21,-85,-5,-33,-286,95*,-0.5
Cn1cnnc1SCc1ccc(C(=O)N=Nc2c(O)n(Cc3ccc(Cl)cc3)c3ccccc23)cc1,15,-1.1,13,-11,11,13,1,16,-45,5,0.2
S=c1ccc2ccccc2[nH]1,18,-0.5,15,7,1,16,2,-3,4,-25,0.6
O=C(NN=Cc1ccc2c(c1)OCO2)C1CC1,-154,-0.9,-3,0,-44,-36,x,-8,-156,-54,-0.1
Cc1cc(C)c(C#N)c(N2CCN(c3ccccc3F)CC2)n1,21,-0.6,-13,-7,-26,2,1,-5,9,18,0.2
COc1ccc(-c2nc(CS(=O)CC(=O)NC3CCCc4ccccc43)c(C)o2)cc1OC (stereo not drawn),7,-1.2,-4,22,-9,8,4,-32,12,2,-0.3
NC(=O)C1(N2CCCCC2)CCN(C(=S)Nc2ccc(S(N)(=O)=O)cc2)CC1,31,0.7,1,5,-18,20,0,-9,7,-69,-0.2
CC(OC(=O)c1ccc(NS(=O)(=O)c2ccc3[nH]c(=O)[nH]c3c2)cc1)C(N)=O (stereo not drawn),10,-0.2,28,-10,-17,5,1,23,9,2,0.0
CC(C)(C)c1ccc(C(=O)NCc2nnc(SCC(=O)N3CCCc4ccccc43)n2-c2ccccc2)cc1,26,-1.8,5,-1,-19,7,-2,2,9,11,1.0
C=CCOC(=O)COc1ccc2c(C)c(CC)c(=O)oc2c1,3,-0.3,-3,16,-6,-4,-2,-4,25,11,-0.1
CCOC(=O)c1c(NC(=O)C(C)Sc2cn(C)c3ccccc23)sc2c1CCC2 (stereo not drawn),36,4.7,4,-12,-10,1,-3,13,21,6,-0.1
O=C(O)[C@@H]1CSC2c3ccccc3C(=O)N21 (stereo partly drawn),8,-0.4,0,-13,3,-5,0,-6,14,7,-0.1
NS(=O)(=O)c1ccc(CCn2c(=S)[nH]c3ccc(F)cc3c2=O)cc1,14,1.8,7,1,-3,-4,1,-13,6,7,0.1
Cc1ccc[n+](CC(=O)Nc2cccc(Cl)c2)c1,6,0.4,-1,-10,0,9,0,19,18,-8,0.1
Cc1ccnc(NC(=O)c2ccoc2C)c1,-147,-3.1,-8,-2,-70,-42,-7,4,-214,-109,-0.1
COc1ccc2c(c1)CCc1cn[nH]c1-2,-60,0.9,9,-6,-49,-19,-4,20,-56,-22,0.1
Cc1ccc(SC(=O)c2c(C)noc2-c2cc(C)on2)cc1,35,-0.5,-2,5,-2,-7,0,11,18,8,-0.2
CCOc1cccc(/C=N/NC(=O)c2ccc3c(c2)OCCO3)c1O,-22,0.4,-21,9,-62,4,0,-25,-85,83,2.0
COc1ccc(N2C(=O)C3CCCN3C2c2ccc(Cl)cc2)cc1 (stereo not drawn),0,0.0,-5,5,-8,-6,2,10,6,10,-0.1
CCC1=NN(C(=O)Cc2ccc([N+](=O)[O-])cc2)C(O)(c2ccc(Br)cc2)C1 (stereo not drawn),10,-1.3,-21,4,-5,-6,-2,8,25,-5,0.4
O=C(NCCCN1CCN(c2ccc(F)cc2)CC1)Nc1ccc([N+](=O)[O-])cc1,18,-0.5,10,-8,-2,7,-2,-19,-3,44,0.2
Cc1cccc(Cn2ccc(-c3ccc(Cl)cc3)c(C#N)c2=O)c1,19,-4.5,-11,-10,-17,-1,1,10,12,5,0.6
COCCn1nnnc1C(c1cc2cc(C)ccc2[nH]c1=O)N1CCCCCC1 (stereo not drawn),7,-0.8,14,-4,-17,6,-1,10,7,11,-0.2
Clc1ccc(C[n+]2cc(-c3ccccc3)n3c2CCC3)cc1,9,0.3,-10,7,2,-9,0,2,14,25,0.0
C[C@H](NC(=O)c1ncn2c1C(=O)N(C)CC2)C(=O)OC(C)(C)C,-2,3.3,-5,-13,-2,x,x,13,4,7,-0.2
